Source: PubChem BioAssay (Broad Institute)
F508del corr: correctors of CFTR F508del function in bronchial epithelial cells; CFBE cells, YFP halide quenching; stimulated with forskolin plus potentiator P3; % fluorescence drop versus neutral controls; activity (quench increase), % at 7.58 µM; 350,000 compounds, 0.36% hits;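 active = mean added fluorescence quench of at least 8% versus neutral control, with both replicates also reaching 8%; inconclusive = only one of the mean or replicate conditions met; inactive = mean below 8% and not both replicates reaching 8%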;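 note: cells transiently co-express mutant CFTR-F508del with the halide-sensitive YFP; corrector assay measuring rescue of mutant channel to the surface after 24 h compound exposure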
INS-1E GSIS act: primary screen for activators of insulin secretion dependent on glucose, INS-1E cells, GLuc reporter luminescence. INS-1E GLuc reporter insulin secretion, 2-3 h. activation, % at 16.6 µM. 370,000 compounds, 0.61% hits. AID 743287;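 active = lowest replicate activation of at least 40%, so every replicate reaches that level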;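 note: 0% = median of neutral control wells and 100% = median of IBMX positive control wells; some compounds called inactive have numbers as strong as hits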
miR-122 sensor: blocks miR-122 activity in Huh7 sensor cells; Huh7 miR-122 Renilla luciferase sensor, 48 h; neutral wells = 0, positive control = 100; activation (reporter increase), % at 12.5 µM; 340,000 compounds, 0.3% hits; AID 602342;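 active = mean replicate activation score at least 90 and every replicate individually at or above 90; inconclusive = only one of the two criteria met; inactive = neither criterion met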;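 note: higher luciferase means less miR-122 activity so hits act as miR-122 inhibitors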
PAX8 reporter: inhibitors of PAX8 transcriptional activity in RMG-I cells | RMG-I TPO-luciferase reporter, SteadyGlo, 24 h | inhibition, % at 12.6 µM | 360,000 compounds, 1.2% hits;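 active = mean replicate inhibition at least 60% with every replicate also reaching 60%; inconclusive = only one of the two criteria is met; inactive = mean below 60% and not all replicates reaching 60%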;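 note: luciferase light reporting Pax8 driven TPO promoter activity; plate controls were median of neutral control wells for no effect and mitoxantrone controls for full effect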
EWS-Fli inh: EWS/Fli transcriptional activity inhibition. inhibition, % at 12.6 µM. A673 NR0B1-luciferase reporter, viability-normalised. 350,000 compounds, 0.67% hits;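 active = mean inhibition of at least 50% after viability correction, with every replicate also passing that limit; inconclusive = mean reaches 50% but only one of two replicates passes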;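 note: firefly luciferase signal divided by Alamar Blue viability fluorescence both relative to DMSO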
DENV2 CPE rescue: DENV2-induced cell death inhibition; AID 651640; DENV2-infected cells, cytopathic effect rescue, plate reader; CPE inhibition, % at 9.99 µM; 350,000 compounds, 1.7% hits; in the data active = CPE inhibition above about 20%, passing the limit was not always enough; inconclusive = no clear call, values can overlap the other calls; tested in BHK-21 cells;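 note: 0% = median of neutral control wells and 100% = median of positive control wells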
FN deposit inh: fibronectin deposition inhibition. AH1F fibroblasts, Alexa488-fibronectin deposition fluorescence, overnight. inhibition, % at 12.6 µM. 350,000 compounds, 0.086% hits;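 active = mean inhibition across replicates of 30% or more, regardless of how many single replicates reach that level; inconclusive = mean under 30% yet at least half of replicates reach 30%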;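 note: positive control wells lacked labelled fibronectin entirely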
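test system = AH1F fibroblasts assembling fluorescent fibronectin matrix | quantity = 10000 AH1F cells per well | buffer or medium = DMEM plus 2% serum, read in PBS | doses = single dose, pinned | incubation = 1 h cell attachment, overnight exposure to compound and label | detection = fluorescence at 485 nm excitation, 525 nm emission | read-out basis = inhibition from reduced deposited-fibronectin fluorescence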
* marks the source's active call; other numbers are inactive results; ? = inconclusive; / = not tested or not shown; & = joins results of further samples; ! = a repeat was not active; [ ] = another dose, or the depositor's remark.

SMILES | F508del corr | INS-1E GSIS act | miR-122 sensor | PAX8 reporter | EWS-Fli inh | DENV2 CPE rescue | FN deposit inh
OCC1(CC2CCCCO2)CCN(C/C=C/c2ccccc2)CC1 (stereo not drawn) | -1.1 | -5 | 3 | 4 | 14 | / | -1
CCCC#Cc1cnc2c(c1)C(=O)N([C@H](C)CO)C[C@@H](C)[C@H](CN(C)C(=O)CCN1CCCCC1)O2 | -1.1 | 3 | -11[16.7 µM] | -14 | -1 | / | -3
COc1cccc(CC2(CO)CCCN(Cc3cc(F)ccc3-n3cccn3)C2)c1 (stereo not drawn) | 3.6 | 6 | -2 | -6 | 13 | -1 | 4
C[C@H](CO)N1C[C@H](C)[C@@H](CN(C)Cc2ccc(Cl)c(Cl)c2)OCCCC[C@H](C)Oc2ccc(NC(=O)NC3CCCCC3)cc2C1=O | -2.1 | -7 | 2[16.7 µM] | 1 | 19 | -6 | /
C#CCn1c(CCNC(=O)c2ccco2)nc2ccccc21 | -0.6 | 12 | / | 12 | / | -6 | 0
C[C@@H]1CN([C@@H](C)CO)C(=O)c2cccc(NC(=O)Nc3ccccc3)c2O[C@@H]1CN(C)Cc1ccccc1 | -3.2 | 15 | 4[16.7 µM] | -19 | -13 | -2 | /
O=C(Cc1ccc(F)cc1)Nc1nccs1 | 0.7 | 10 | 3 | -15 | -3 | -1 | 0
C[n+]1cnc(-c2ccccc2)cc1-c1ccccc1 | / | -2 | -4 | -9 | / | / | -4
COc1ccc2nc(Nc3nc(CSc4ccc(C)cc4)cc(=O)[nH]3)nc(C)c2c1 | 1.2 | -3 | / | -15 | 6 | -3 | -4
C[C@H]1CN([C@@H](C)CO)C(=O)c2cccc(NC(=O)c3cnccn3)c2O[C@@H]1CN(C)Cc1ccc(Oc2ccccc2)cc1 | 1.4 | -22 | 5[16.7 µM] | 11 | -2 | 2 | /
CC(C)(C)C(=O)OCCNc1nc(-c2ccccc2)nc2ccccc12 | / | -17 | 19 | / | / | / | 3
COc1cccc2cc(C(=O)N3CCN(c4ccc(C)cc4C)CC3)c(=O)oc12 | 3.2 | 10 | / | -7 | -19 | 4 | -6
N#C[C@@H]1[C@@H](c2ccccc2-c2ccccc2F)[C@H](CO)N1C(=O)c1cccc(F)c1 | -3.8 | -13 | / | -1 | -13 | -14 | 5
COc1ccc(OC)c(C2Nc3c(Cl)ccc(C(=O)O)c3C3C=CCC32)c1 (stereo not drawn) | 0.4 | -9 | / | -7 | 9 | -2 | 7
C/C(=N\NC(=O)c1cccs1)c1ccc2ccccc2c1 | -2.7 | -17 | / | -20 | -48 | 2 | 5
O=C(Cc1ccc(Br)cc1)NCCc1ccc(F)cc1 | 1.6 | -13 | 7 | -5 | 8 | -3 | -6
C[C@@H]1CCCCO[C@H](CN(C)S(=O)(=O)c2cccs2)[C@H](C)CN([C@H](C)CO)C(=O)c2cc(NC(=O)CCC(F)(F)F)ccc2O1 | -2.5 | -16 | -5[16.7 µM] | 21 | 16 | 4 | /
c1cnc2c(c1)ncc1cscc12 | 0.7 | 3 | / | -2 | -5 | -4 | -4
CC(=O)N(C)C[C@H]1Oc2cc(C#Cc3cccc(F)c3)ccc2S(=O)(=O)N([C@@H](C)CO)C[C@@H]1C | -2.9 | -29 | 10[16.7 µM] | / | 4 | 1 | 8
CCOc1ccccc1N1CC(C(=O)NCCOc2ccccc2OC)CC1=O (stereo not drawn) | -8.7 | 6 | 0 | / | 3 | -6 | -2
CCOC(=O)N1C/C(=C\c2ccccc2)C(=O)/C(=C/c2ccccc2)C1 | -7.4 | -17 | -6 | 10 | 46 | 13 | /
Cc1cccc(C)c1NC(=O)CN1CCN(c2ccc(F)cc2)CC1 | 3.2 | -4 | -2 | -4 | 8 | -9 | -3
COc1cc(C(=O)COC(=O)C2CCCCC2)cc(OC)c1OC | -5.5 | 0 | -10 | -3 | -1 | 6 | -8
CC(C)n1nc(C(=O)OCC(=O)c2c[nH]c3ccccc23)c2ccccc2c1=O | / | -20 | 9 | / | / | / | 13
CC1(C)NC(=O)N(CC(O)COC2CCCCC2)C1=O (stereo not drawn) | / | / | 0 | 8 | / | / | 0

Molecules from the list above that contain a Cl atom:
SMILES | F508del corr | INS-1E GSIS act | miR-122 sensor | PAX8 reporter | EWS-Fli inh | DENV2 CPE rescue | FN deposit inh
C[C@H](CO)N1C[C@H](C)[C@@H](CN(C)Cc2ccc(Cl)c(Cl)c2)OCCCC[C@H](C)Oc2ccc(NC(=O)NC3CCCCC3)cc2C1=O | -2.1 | -7 | 2[16.7 µM] | 1 | 19 | -6 | /
COc1ccc(OC)c(C2Nc3c(Cl)ccc(C(=O)O)c3C3C=CCC32)c1 (stereo not drawn) | 0.4 | -9 | / | -7 | 9 | -2 | 7

(further entries)
SMILES | F508del corr | INS-1E GSIS act | miR-122 sensor | PAX8 reporter | EWS-Fli inh | DENV2 CPE rescue | FN deposit inh
CN1c2ccc(-c3ccccc3)cc2[C@@H]2[C@@H](CCN2C(=O)c2ccc3c(c2)OCO3)[C@H]1CO | -1.4 | -2 | 0[16.7 µM] | 14 | 3 | -10 | -7
Cc1cc(C)c(NC(=O)CN(C)C(=O)c2ccc(OCc3ccccc3)cc2)c(C)c1 | -2.8 | 29 | -16 | -85 | -22 | 3 | -7
CN(C)C(=O)c1cc2c(c(-c3cccc(C4=CCCC4)c3)n1)[C@@H](CCO)N([S@](=O)C(C)(C)C)C2 | -1.7 | 2 | / | 4 | -1 | -4 | 5
COC(=O)CCC(=O)NN1C(=O)c2ccccc2C1=O | 3.8 | 0 | 7 | 18 | -11 | 0 | 15
COc1ccc([C@H]2CC(=O)C=C(/C=C/c3ccc(Cl)cc3)C2)cc1 | -0.3 | -2 | / | -62 | -74 | -5 | 0
COc1cccc(OCCNS(=O)(=O)c2ccccc2[N+](=O)[O-])c1 | -1.6 | 7 | -2 | -6 | -7 | 8 | 5
Cc1ccccc1-c1cc(C(=O)n2cccn2)c2cc(Cl)ccc2n1 | / | -3 | -17 | / | / | / | -9
CC(C)(O)CNC(=O)Nc1ccc(Cl)c(Cl)c1 | 0.4 | / | / | -14 | -16 | -1 | 1
COCCCn1cc(CN2CC(N3CCN(Cc4ccccc4F)CC3)CS2(=O)=O)nn1 (stereo not drawn) | 0.5 | 6 | / | 0 | -4 | -2 | 3
C[C@@H]1CN([C@@H](C)CO)C(=O)c2cc(NS(C)(=O)=O)ccc2O[C@@H]1CN(C)Cc1ccc(Cl)c(Cl)c1 | -0.3 | -20 | -9[16.7 µM] | 14 | 3 | 5 | /
O=C(C[C@H]1C[C@H]2c3cc(NS(=O)(=O)c4ccc(F)cc4)ccc3O[C@H]2[C@H](CO)O1)NCC1CC1 | -0.9 | -13 | 11[16.7 µM] | 11 | -9 | -3 | -11
COc1cc(CCC(=O)NCCc2ccc(F)cc2)cc(OC)c1OC | -2.4 | 4 | 0 | 7 | -3 | 2 | /
COc1cccc(S(=O)(=O)N(C)C[C@H]2OCc3cnnn3CCCC(=O)N([C@@H](C)CO)C[C@H]2C)c1 | -4.9&0.1 | 2&-8 | 2 | -17&15 | 60*! | -3&3 | 13&-7
O=C(O)c1cscn1 | / | / | -1 | 3 | / | / | 11
O=C(NC(=O)N1CCCCC1)c1ccccc1 | 0.5 | 8 | / | 9 | 2 | 9 | -8
COc1ccc2c(c1)OC[C@H]1[C@H]2N2C(=O)c3ccccc3NC(=O)[C@@]2(C)[C@H]1c1ccccc1 | 0.5 | -21 | / | 15 | 18 | -19 | 8
Cc1cc(C)cc(C(=O)N(C)C2CCCN(Cc3ccccc3F)C2)c1 (stereo not drawn) | -3.1 | -8 | 2 | 16 | 8 | 12 | 3
NC(=O)CC(NC(=O)Cc1cccc2ccccc12)c1ccc(NCc2ccc(F)c(F)c2)c([N+](=O)[O-])c1 (stereo not drawn) | -0.8 | 1 | -13 | -10 | 6 | -15 | 0
O=C(CCc1nc(-c2ccc(Cl)cc2)no1)NCc1ccccc1CN1CCOCC1 | 0.9 | -17 | / | 1 | 4 | -9 | 10
CCCNC(=O)Nc1ccc2c(c1)C(=O)N(C)C[C@H](OC)[C@@H](C)CN(C(=O)CC)[C@H](C)CO2 | -1.6 | -10 | 7[16.7 µM] | -7 | -4 | / | 2
O=C(CSc1nnnn1-c1ccc2c(c1)OCCO2)Nc1nc2c(s1)CCCC2 | 1.8 | 5 | -4 | / | -2 | -5 | /
CC(C)=C[C@H]1C[C@H](C)[C@H]2CC[C@H](C)c3c(O[C@@H]4OC[C@@H](O)[C@H](O)C4O)c(O)c(C)c1c32 (stereo partly drawn) | -0.3 | 122* | -11 | 16 | -8 | -2 | 1
C[C@H]1CCCCO[C@H](CN(C)Cc2ccc(C(F)(F)F)cc2)[C@@H](C)CN([C@@H](C)CO)C(=O)c2cc(NC(=O)Nc3ccc(F)cc3)ccc2O1 | -0.4 | -7 | 0[16.7 µM] | 96* | 12 | ? | 3
O=C(CCc1ccccc1)Nc1ncc([N+](=O)[O-])s1 | -2.7 | -42 | -4 | -100 | -93 | 5 | 7
COc1cccc(-c2ccc(C3[C@@H]4CN(C(=O)c5cnccn5)C[C@H]3N4)cc2)c1 (stereo partly drawn) | -4.7&-1.5 | -7&15 | / | -21&0 | 52*! | ? | -5&-11

(next part)
SMILES | F508del corr | INS-1E GSIS act | miR-122 sensor | PAX8 reporter | EWS-Fli inh | DENV2 CPE rescue | FN deposit inh
CC(=O)N(CCOc1ccccc1)CCOc1ccccc1 | 0.9 | -10 | / | -15 | -15 | -5 | 4
Cc1ccc(NC(=S)N2CCN(c3nccc(C(F)(F)F)n3)CC2)c(C)c1 | 0.1 | -10 | 1 | 1 | 9 | 0 | 0
Cc1ccccc1-n1c(C)nnc1SC(C)C(=O)NCC1CCCO1 (stereo not drawn) | -2.6 | / | -7 | 3 | -1 | 7 | -7
Cc1noc(C)c1S(=O)(=O)Nc1cccc2c1O[C@@H](CN(C)Cc1ccncc1)[C@@H](C)CN([C@H](C)CO)C2=O | 1.0 | 10 | 0[16.7 µM] | / | -6 | 5 | /
COC(=O)c1cc(C(=O)OC)n(Cc2ccc(C)cc2)c1C | -1.1 | -2 | -5 | -9 | -3 | 1 | -1
CCOC(=O)C1CCCN(C(=S)NC2CCCCC2)C1 (stereo not drawn) | -1.8 | 0 | -11 | -15 | -5 | -12 | 3
Cc1nc2cc(-c3ccccc3)ccc2o1 | / | / | -10 | -77 | / | / | 1
CCc1nc(SCC(=O)c2cc(C)ccc2C)n[nH]1 | / | / | -3 | -9 | / | / | -8
COc1cc(OC)cc(-c2cc(N3C(=O)Nc4ccccc4N3O)n[nH]2)c1 | / | 17 | 1 | 28 | / | / | 6
COc1ccc2c3c([nH]c2c1)[C@@H](CO)N(C(=O)c1ccc(F)cc1)CC31CN(S(=O)(=O)c2cccs2)C1 | -1.7 | 9 | / | / | 6 | 1 | /

In the list so far, 5 contain an NH in an aromatic ring.
SMILES | F508del corr | INS-1E GSIS act | miR-122 sensor | PAX8 reporter | EWS-Fli inh | DENV2 CPE rescue | FN deposit inh
COc1ccc2nc(Nc3nc(CSc4ccc(C)cc4)cc(=O)[nH]3)nc(C)c2c1 | 1.2 | -3 | / | -15 | 6 | -3 | -4
CC(C)n1nc(C(=O)OCC(=O)c2c[nH]c3ccccc23)c2ccccc2c1=O | / | -20 | 9 | / | / | / | 13
CCc1nc(SCC(=O)c2cc(C)ccc2C)n[nH]1 | / | / | -3 | -9 | / | / | -8
COc1cc(OC)cc(-c2cc(N3C(=O)Nc4ccccc4N3O)n[nH]2)c1 | / | 17 | 1 | 28 | / | / | 6
COc1ccc2c3c([nH]c2c1)[C@@H](CO)N(C(=O)c1ccc(F)cc1)CC31CN(S(=O)(=O)c2cccs2)C1 | -1.7 | 9 | / | / | 6 | 1 | /
